# MC4R antag cAMP: human MC4R antagonism in cAMP assay. P32245. MC4R-expressing cells, MTII-stimulated cAMP, LANCE TR-FRET. inhibition, % at 6.5 µM. hit rate 0.48% among 360,000;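 active means inhibition above its plate's cutoff, the mean of tested wells on that plate plus 3 SD, cut at about 29% in these data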;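 further: 0% = Melanotan II alone and 100% = Melanotan II plus saturating MCL0020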
# Target sequence (P32245 whole entry, looked up): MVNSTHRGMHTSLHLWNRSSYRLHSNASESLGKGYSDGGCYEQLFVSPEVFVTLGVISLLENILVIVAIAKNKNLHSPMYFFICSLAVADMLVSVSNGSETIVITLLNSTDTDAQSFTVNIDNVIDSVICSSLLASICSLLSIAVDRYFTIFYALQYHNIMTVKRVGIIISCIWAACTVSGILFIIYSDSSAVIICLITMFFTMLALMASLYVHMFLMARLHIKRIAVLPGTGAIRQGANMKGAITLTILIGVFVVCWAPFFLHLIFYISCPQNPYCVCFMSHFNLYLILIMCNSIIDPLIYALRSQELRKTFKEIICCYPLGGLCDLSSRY
#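 System: U2OS cells stably expressing human melanocortin 4 receptor (MC4R). Reagent: Melanotan II challenge after compound preincubation. Doses: 6.5 µM. Times: 30-min compound, 1-h challenge, 1-h detection, room temperature. Measured by: TR-FRET with Eu-cAMP and labeled anti-cAMP, 671 nm. Replicates: singlicate.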
# PDI turbidity: PDI (human) enzyme inhibition. P07237. inhibition, % at 10 µM. hit rate 0.052% among 350,000. PDI insulin aggregation turbidity, A650, 90 min;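 active means mean inhibition across replicates of 30% or more, whatever share of single replicates reach that level; inconclusive means mean inhibition below 30% while every single replicate reaches 30%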;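 further: absorbance from insulin aggregation driven by PDI reduction with DTT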
# aDG glyco act: increases alpha dystroglycan glycosylation. Pro5-aDG cells, alpha-DG glycosylation AlphaScreen (IIH6); 0% Pro5, 100% B10-LARGE cell signal. activation, % at 10 µM. hit rate 0.22% among 360,000. AID 624168;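 active means activation of at least 8% versus controls, or a plate z-score of at least 8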;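 further: Pro5 are CHO cells carrying HIG-tagged alpha-DG that lacks glycosylation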
# CaV13 FRET inh: Disruptors of the CACNA1D IQ motif to Ca2+-dependent inactivation inhibitor domain association, primary screening, Förster resonance energy transfer in intact living … | inhibition, % at 12.3 µM | hit rate 0.098% among 340,000 | HEK cells, CFP/YFP FRET ICDI-IQ, plate reader, 10 min; percent FRET-ratio fall versus neutral wells;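 active means mean replicate inhibition of at least 30% and at least 1% of replicates passing that level; inconclusive means only one of the two criteria is met; inactive means neither criterion is met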;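 further: 0% = median of the neutral control wells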
# HTR2A ag: agonists of mouse serotonin 5-HT2A receptor (HTR2A) | P35363 | CHO-K1 mHTR2A beta-arrestin complementation, luminescence; percent of 30 µM serotonin response | activation, % at 7.6 µM | hit rate 0.66% among 360,000 | AID 624169;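 active means activation above a run cutoff, the mean activation of all tested compounds plus 3 SD, cut at about 14% in these data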;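 further: 0% = plate median of compound wells and 100% = 30 µM serotonin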
# Target sequence (P35363 whole entry, looked up): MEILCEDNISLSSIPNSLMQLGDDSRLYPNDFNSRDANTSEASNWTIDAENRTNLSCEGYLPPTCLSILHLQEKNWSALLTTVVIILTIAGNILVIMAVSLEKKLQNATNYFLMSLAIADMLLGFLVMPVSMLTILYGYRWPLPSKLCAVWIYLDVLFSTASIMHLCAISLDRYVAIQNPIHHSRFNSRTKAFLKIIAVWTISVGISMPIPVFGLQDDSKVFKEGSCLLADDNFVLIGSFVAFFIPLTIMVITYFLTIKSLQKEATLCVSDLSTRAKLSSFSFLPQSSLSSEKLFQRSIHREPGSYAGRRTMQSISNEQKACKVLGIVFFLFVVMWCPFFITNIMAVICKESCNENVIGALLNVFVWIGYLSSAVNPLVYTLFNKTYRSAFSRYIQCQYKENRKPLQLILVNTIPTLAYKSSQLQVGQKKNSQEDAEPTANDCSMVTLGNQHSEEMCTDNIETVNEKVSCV
# H9c2 protect: protects H9c2 cardiomyocytes from peroxide injury; protection from H2O2 cell death, % at 20 µM; H2O2 injury protection, ATPLite, 2 h; hit rate 0.63% among 360,000; AID 588492;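 active means compounds giving at least 50% protection of heart cells from peroxide-induced death in the single-dose screen, raw or plate-pattern-corrected value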;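 further: 0% = DMSO wells with peroxide and 100% = DMSO wells without peroxide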
# N-glyco inh: blocks N-linked glycosylation in D54 reporter cells. D54 ERlucT glycosylation luciferase reporter, 24 h; percent of 100 nM tunicamycin response. reporter increase, % at 12.5 µM. hit rate 0.23% among 360,000. AID 588692;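 active means mean luciferase reporter signal, scaled so untreated is 0 and the glycosylation-blocking control 100, at or above a set limit in every replicate; inconclusive means mean reaches the limit but not every replicate does; inactive means mean below the limit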;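 further: luciferase carries N-glycosylation sites so blocking glycosylation raises the light; 0% = median of neutral control wells and 100% = median of 100 nM tunicamycin wells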
# ABCB6 inh 2: human ABCB6 transporter inhibition | Q9NP58 | AID 602162 | hit rate 0.19% among 360,000 | K562-ABCB6 porphyrin accumulation, flow cytometry, 1 h; active compounds read low | fluorescence ratio to DMSO, % at 10 µM;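 active means fluorescence ratio to DMSO below 75%, the collection mean minus 3 SD; inconclusive means too few cells collected in the well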;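 further: signal is porphyrin accumulated inside mitochondria; 100% equals median channel fluorescence of DMSO control wells; lower ratio means ABCB6 inhibition with less porphyrin fluorescence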
# Vif imaging: blocks HIV Vif function; HEK293T cells, Vif self-association by quenched fluorescence, imaging, 24 h; inhibition, % at 7.49 µM; hit rate 0.35% among 340,000; in the data active means inhibition above about 50%, passing the limit was not always enough; inconclusive means no clear call, values can overlap the other calls; inactive means below about 31%; further: some results filed as inactive read as strong as hits
# MC4R ag barr: activates human MC4R beta-arrestin recruitment. U2OS MC4R beta-arrestin complementation, luminescence; percent of melanotan II response, DMSO zero. hit rate 0.98% among 360,000. P32245. activation, % at 8.9 µM;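 active means activation above a per-plate cutoff, the mean activation of sample wells on that plate plus 3 SD, cut at about 8% in these data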
# An asterisk follows results filed as active; ? = inconclusive; nt = not tested or not shown.
SMILES,MC4R antag cAMP,PDI turbidity,aDG glyco act,CaV13 FRET inh,HTR2A ag,H9c2 protect,N-glyco inh,ABCB6 inh 2,Vif imaging,MC4R ag barr
CC(Sc1nnc(COc2ccc(Cl)cc2)o1)C(=O)Nc1ccc(N2CCOCC2)cc1 (stereo not drawn),5,4,-0.1,-5,0,4,-2,94,-8,0.6
COc1cccc(NC(=O)CN(C)C(=O)c2cccc(S(=O)(=O)Nc3ccccc3OC)c2)c1,7,0,-0.3,-4,-4,-4,0,96,17,-1.6
COc1ccc(C)cc1NS(=O)(=O)c1cccc2nonc12,2,0,-0.1,-5,1,0,0,102,nt,-3.3
Cc1oc2c(C)c3oc(=O)c(CCC(=O)NCCN4CCOCC4)c(C)c3cc2c1C,-4,nt,-0.1,nt,-2,-2,0,101,-5,0.0
CCC1=NN(C(=O)CCc2ccccc2)C(O)(C(F)(F)F)C1 (stereo not drawn),0,-4,0.0,-10,7,-1,-1,97,3,0.1
O=C(NCc1ccco1)c1ccc(C(=O)NCc2ccco2)cc1,1,-6,0.0,-7,-2,2,-3,93,-4,-2.4
O=C(NCc1cccnc1)c1cc([N+](=O)[O-])ccc1N1CCOCC1,2,10,-0.3,-15,2,-3,0,97,-1,-1.4
O=C(NCCc1ccc(Cl)cc1)Nc1ccc(Cl)cc1,7,-1,0.0,-16,-3,-5,2,95,11,1.6
CC(CNCC1CCCO1)COc1cccc2ccccc12 (stereo not drawn),2,0,0.8,-3,0,-5,2,93,2,-1.7
CCOC(=O)/C(C#N)=C/c1c[nH]c2ccccc12,-5,-3,-0.1,-4,0,1,3,95,-14,0.5
CCc1cc(C(=O)NC(C)C2CCCO2)cs1 (stereo not drawn),2,4,0.1,nt,4,-1,1,102,-6,-2.2
Cc1nc2c(-c3ccc(F)cc3)c(C)nn2c(N2CCOCC2)c1C,18,-6,0.1,-2,-3,14,-3,96,14,1.7
Brc1ccc(-c2nc3ccccc3s2)s1,17,-1,-0.2,-6,-1,-23,-9,110,-1,-0.3
CC1(c2ccc(OC(F)F)cc2)NC(=O)N(CC(=O)Nc2ccc3[nH]c(=O)[nH]c3c2)C1=O (stereo not drawn),1,-2,-0.1,-6,-1,-8,4,95,-7,-2.5
O=[N+]([O-])c1cc(Br)cc(C=Nc2ccc3c(c2)OCO3)c1O,2,1,0.0,-2,-4,-27,-1,101,2,-1.0
COC(=O)[C@H]1CN(C(=O)c2ccccc2)C(=O)N1,-2,4,0.0,-4,-3,-2,5,101,13,-0.4
O=c1c2cnn(-c3ccccc3)c2ncn1Cc1ccccc1,1,-14,0.3,-6,-1,-12,3,83,-3,0.7
COc1cc(/C=C2/C(=O)NN(c3ccc(Cl)cc3)C2=O)cc(OC)c1O,1,1,-0.1,-20,1,7,4,103,nt,-2.7
Cc1ccc(S(=O)(=O)C2(S(=O)(=O)c3ccc(C)cc3)CC2)cc1,-2,-2,-0.1,-4,-9,12,-1,96,-13,0.6
COc1cc(/C=N/NC(=O)Cn2cnc3c2c(=O)n(C)c(=O)n3C)cc(OC)c1OC,-2,-1,0.0,-17,1,-1,2,97,-4,0.3
O=C(NCCC(c1ccccc1)c1ccccc1)c1cccs1,10,-3,-0.1,-5,-5,-1,-4,98,nt,-0.8
CC1CC(=O)c2cnc(NCC3CCCO3)nc2C1 (stereo not drawn),-1,0,-0.1,-5,2,3,0,108,3,-0.1
O=C(NCCC1=CCCCC1)c1cc(S(=O)(=O)N2CCOCC2)ccc1F,1,0,-0.1,-6,3,-4,-1,97,9,-1.9
COc1ccc(/C=N/Nc2ccc(C(F)(F)F)cc2[N+](=O)[O-])cc1O,-8,6,0.3,-5,2,-15,3,100,8,20*
COc1ccc(NC(=O)c2ccc(NC(=O)COC(=O)CC(NC(=O)c3ccccc3Cl)c3ccccc3)cc2)cc1 (stereo not drawn),13,-16,-0.1,-5,2,5,-1,111,-1,-0.8
# Further records
SMILES,MC4R antag cAMP,PDI turbidity,aDG glyco act,CaV13 FRET inh,HTR2A ag,H9c2 protect,N-glyco inh,ABCB6 inh 2,Vif imaging,MC4R ag barr
CC1=NN(C(N)=S)C(=O)C1N=Nc1cc(Cl)ccc1Cl (stereo not drawn),19,-4,0.0,-4,-4,-15,0,101,-12,0.8
O=C(Cn1nc(C(=O)O)c2ccccc2c1=O)Nc1ccccc1C(F)(F)F,7,-3,0.1,-2,0,6,-1,101,16,-2.9
O=C(Nc1cccc2c1CCCC2)c1cc(C2CCCCN2S(=O)(=O)c2cccs2)on1 (stereo not drawn),1,3,-0.3,-5,1,-2,-2,100,-16,-1.0
Cc1cccc(NC(=O)CSc2nc(=O)n(CCN3CCOCC3)c3c2CCCC3)c1C,16,-2,-0.3,-5,-2,0,-1,98,1,0.4
CCCCN(CCCC)S(=O)(=O)c1ccc(C(=O)Nc2nnc(CSC)o2)cc1,7,-11,1.2,-2,7,50*,3,99,-4,-0.4
CC1Cc2ccccc2N1S(=O)(=O)c1cccc(C(=O)Nc2cccnc2)c1 (stereo not drawn),-7,4,0.3,-5,-2,-4,0,94,6,-0.3
Cc1ccc2nc3c(cc(C(=O)NC4CCS(=O)(=O)C4)n3Cc3ccccc3)c(=O)n2c1 (stereo not drawn),6,-7,0.2,-13,1,0,5,101,7,2.2
CCCn1c(N)c(C(=O)CN(C)CC(=O)Nc2ccc(F)cc2)c(=O)[nH]c1=O,7,-9,0.1,-2,12,1,-1,94,-9,-0.6
CCC(C)NC(=O)c1ccccc1NS(=O)(=O)c1ccc(OC)c(OC)c1 (stereo not drawn),11,6,0.0,-5,1,16,0,96,2,0.3
O=C1[C@H]2[C@@H](c3ccc(C(F)(F)F)cc3)N[C@]3(CCCN(CC4CCCCC4)C3=O)[C@H]2C(=O)N1Cc1ccccc1,7,7,0.5,-6,-6,-12,-2,94,-2,1.2
CCN(CC)c1ccc(/C=N/N2CC(=O)NC2=S)cc1,-3,-1,-0.1,-21,-8,-16,0,94,-3,-3.3
CN(C1CCCCC1)S(=O)(=O)c1ccc(-n2cnnn2)cc1,1,-3,0.1,-6,0,2,0,87,2,0.1
Nc1ncnc2c1ncn2[C@@H]1O[C@H](C(=O)Nc2ccc(Oc3ccccc3)nc2)[C@@H](O)[C@H]1O,nt,nt,0.3,-3,-5,3,-3,104,-3,nt
O=C(Nc1ccccc1)N1CCCC(c2nc(-c3ccc(F)cc3)no2)C1 (stereo not drawn),11,-6,0.5,nt,-2,0,-1,93,0,0.7
Cc1cccc(C)c1-n1nnnc1C(c1ccccc1)N1CCN(C/C=C/c2ccccc2)CC1 (stereo not drawn),nt,nt,-0.3,-5,-6,-6,-10,93,nt,nt
CC(=O)c1cccc(NC(=O)c2ccc(NC(=O)CC3SC(N4CCCCC4)=NC3=O)cc2)c1 (stereo not drawn),12,0,0.2,-4,2,10,4,94,nt,-3.7
COc1ccc(CCN(C)C(=O)CNC(=O)c2ccccc2F)cc1OC,12,-2,-0.3,5,4,-2,1,111,0,-3.3
C(#CCN1CCOCC1)COCCOC(c1ccccc1)c1ccccc1,5,-8,0.2,-6,-2,-2,-2,110,14,-0.2
Cc1cc(OCCn2cnc3ccccc3c2=O)ccc1[N+](=O)[O-],10,9,0.3,-3,-1,-12,1,104,-4,0.0
CN(C)C(=O)c1ccc(NC(=O)COC(=O)c2cc3c(s2)CCCCC3)cc1,8,-1,-0.1,-6,-1,-10,-2,89,3,-1.9
CC1CCCN(S(=O)(=O)c2ccc3c(c2)c(=O)nc2ccccn23)C1 (stereo not drawn),10,-4,0.3,-7,-6,-2,2,101,6,0.2
Cc1ccc(NC(=S)N2CCN(C3CCCCC3)CC2)cc1,1,-5,0.0,-9,4,8,0,99,1,-2.1
CN(C)CCCN1c2ccc(O)cc2Sc2ccc(Cl)cc21,-12,19,0.0,-8,-7,-3,10,99,-2,-1.9
Cc1cccc(CN2CCC(CNC(=O)C3CCCN(S(=O)(=O)c4cnc[nH]4)C3)CC2)c1 (stereo not drawn),1,-7,-0.2,nt,-1,-1,2,100,2,-0.2
C/C=C/C=C/C(=O)Nc1nccs1,10,-2,0.3,-5,-2,3,1,98,6,-2.0
# (further entries)
SMILES,MC4R antag cAMP,PDI turbidity,aDG glyco act,CaV13 FRET inh,HTR2A ag,H9c2 protect,N-glyco inh,ABCB6 inh 2,Vif imaging,MC4R ag barr
COc1ccc(NC(=O)COC(=O)c2cc(C)oc2C)c([N+](=O)[O-])c1,8,-3,-0.1,-2,3,-11,-2,97,?,23*
COc1cc(OC)cc(-c2c(C#Cc3ccsc3)c3cc(-c4ccc(OC)c(OC)c4)ccc3n2C)c1,7,1,-0.4,-6,-4,-10,0,96,-5,-0.6
COC(=O)c1ccc(NC(=O)CCCN2C(=O)NC(C)(C)C2=O)cc1,1,-2,-0.2,-6,4,1,2,98,22,1.2
O=C(CCCCCN1C(=O)c2cccc([N+](=O)[O-])c2C1=O)Nc1ccccc1F,10,-1,0.0,-18,6,11,4,100,11,-0.5
CCOc1cc(Br)cc(/C=C2\SC(=Nc3ccccc3)NC2=O)c1O,10,2,0.0,-5,0,-4,3,104,2,10*
C/C=C/C=C\C(=O)Nc1cccc(C2=NOC3(C2)C[C@H](C(N)=O)N(C(=O)CC#N)C3)c1 (stereo partly drawn),6,-6,0.3,-5,2,-7,2,103,0,1.0
COc1ccc(S(=O)(=O)Cc2ccc(C(=O)NCc3ccccn3)o2)cc1,11,nt,-0.2,-10,7,11,8,100,-4,-0.6
Nn1c(-c2ccc(O)cc2)nnc1-c1ccc(O)cc1,9,4,0.0,-16,4,3,0,89,-10,-0.4
Nc1ccc(-c2c3ccc(=O)cc-3oc3cc(O)ccc23)c(C(=O)O)c1,-12,17,-0.3,nt,-8,5,0,102,73*,-2.2
COc1cccc2[nH]c(C(=O)NCCc3ccccc3)cc12,6,-10,0.1,-18,-6,-2,-1,96,nt,-1.6
O=C(O)CSc1nc2c(c(C(F)(F)F)n1)CCc1ccccc1-2,2,1,0.2,13,1,12,5,110,14,-1.0
CC(C)(C)CC(C)(C)NCC(=O)Nc1c2c(nc3ccccc13)CCC2,6,2,0.6,-6,-2,3,-4,89,-13,-2.8
COc1nn(CC(=O)N2N=C(C)CC2(O)C(F)(F)F)cc1[N+](=O)[O-] (stereo not drawn),-7,-2,0.2,-4,1,2,3,94,2,-1.3
CC(C)c1ccc(C(=O)N(c2ccccn2)C(C)c2ccco2)cc1 (stereo not drawn),1,-13,0.6,-4,-1,-1,-7,96,-3,-0.5
O=C1CC(=O)CC(c2ccccc2)C1,-6,1,-0.4,-4,1,4,1,100,nt,-1.4
Cc1ccc(S(=O)(=O)N2CCN(C(=O)C3CC(=O)N(c4ccc5c(c4)OCCO5)C3)CC2)cc1 (stereo not drawn),13,2,-0.2,-4,7,-6,-2,98,-3,-1.9
